Source: PubChem BioAssay
Pol beta inh: qHTS Assay for Inhibitors of DNA Polymerase Beta; P06746; Pol beta primer extension/strand displacement, fluorescence kinetic; Potency, µM (titrated, usually from 114 µM), inactives show at the highest dose activity change, negative = inhibition, hits mostly inhibitors; actives 1.3% (n = 340,000); also: potency is read from the fitted curve at half-maximal effect; % is scaled to controls: 0 for no effect and ±100 for the full control effect
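Kinetic readout of DNA synthesis with strand displacement by Pol beta. Compound and 10 nM enzyme sit 15 min at room temperature; 50 nM substrate starts the reaction, read immediately and at 10 min.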
ERG Ets-DNA blk: qHTS for Small Molecule Inhibitors of the ERG Ets/DNA interaction; actives 0.028% (n = 370,000); fluorescence polarization, His-ERG Ets domain / labelled DNA; Transcriptional regulator ERG (Homo sapiens), P11308; Potency, µM (highest dose often 76.9 µM), without a hit: at the top dose FP activity, negative = inhibition, actives largely listed as inhibitors; active = well fitted inhibition curve with a large enough effect in the polarisation, with a control signal flat; inconclusive = small, poorly fitted or top-dose-only effect, or effect the other way, or a change in a side signal; inactive = no such curve, though single readings can be large or run the other way; the % refers to the polarisation;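 also: polarization taken with two DNA probes labelled with fluorescein and Texas red; potency is read from the fitted curve at half-maximal effect; % of control where 0% means no effect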
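His-tagged ERG Ets domain (1 uM in the protein solution; 300mM KCl, 50mM Tris-HCl, 1mM EDTA, 1mM DTT, pH 7.5) received compound, then a probe mix of 5 nM fluorescein-DNA and 100nM Texas-615-DNA. Fluorescence polarization was read for both dyes.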
BLM helicase inh: qHTS Assay for Inhibitors of Bloom's syndrome helicase (BLM). AID 2528, 2010. recombinant BLM DNA unwinding, fluorescence dequenching. RecQ-like DNA helicase BLM (Homo sapiens), P54132. actives 0.2% (n = 350,000). Potency, µM (highest dose often 56.1 µM), for inactives: top-dose activity change, negative = inhibition, actives largely listed as inhibitors;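 also: potency is read from the fitted curve at half-maximal effect; plate controls were vehicle for no effect and no enzyme for full effect; nearly all actives have a fitted effect of over 35% in size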
12-LOX inh: Primary qHTS assay for inhibitors of human arachidonate 12S-lipoxygenase (ALOX12): Round 2. purified 12hLO, xylenol orange hydroperoxide absorbance. Potency, µM (series often up to 108 µM), for inactives: at the highest dose activity change, negative = inhibition, most hits filed as inhibitors. actives 1.1% (n = 580,000). AID 1671190, 2021; also: potency is read from the fitted curve at half-maximal effect; % is scaled to controls: 0 for no effect and ±100 for the full control effect
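Hydroperoxide product was detected by ferrous iron/xylenol orange as the 573 to 405 nm absorbance ratio. Arachidonic acid at 40 uM (final) was turned over for 30 min at room temperature by 150 nM human 12hLO, pH 7.0 Hepes buffer, after 15 min compound preincubation.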
APEX1 inh: qHTS Assay for Inhibitors of the Human Apurinic/apyrimidinic Endonuclease 1 (APE1); actives 0.35% (n = 350,000); Potency, µM (highest dose often 65.8 µM), for the others: at the highest dose activity change, negative = inhibition, actives largely listed as inhibitors; recombinant APE1, TAMRA/BHQ-2 abasic DNA cleavage fluorescence; DNA repair nuclease/redox regulator APEX1 (Homo sapiens), P27695;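 also: potency is read from the fitted curve at half-maximal effect; plate controls were vehicle for no effect and reference inhibitor for full effect; nearly all actives have a fitted effect of over 55% in size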
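Measures dequenching upon AP-site incision of a 5'-TAMRA/3'-BHQ-2 THF-containing duplex, 50 nM; human APE1 0.75 nM after 15 min room-temperature exposure to compound; kinetic three-point read at one-minute spacing.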
POLI inh: qHTS for Inhibitors of Polymerase Iota | DNA polymerase iota (Homo sapiens), Q9UNA4 | Pol iota fluorescent replication assay, 10 min | Potency, µM (top dose mostly 115 µM), without a hit: at the highest dose activity, negative = inhibition, actives largely listed as inhibitors | actives 1% (n = 390,000); also: potency is read from the fitted curve at half-maximal effect
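Pol iota at 10 nM preincubated 15 min with compounds at room temperature; reaction started with fluorescent substrate, 50 nM final. Fluorescence read kinetically at 0 and 10 min; buffer-only wells as negative control.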
Anesthetic bind: qHTS Assay for Identification of Novel General Anesthetics; Potency, µM (titrated, usually from 77.5 µM), for inactives: at the highest dose activity change, negative = displacement, actives largely listed as inhibitors; AID 485281, 2010; actives 0.074% (n = 350,000); apoferritin/1-aminoanthracene competitive binding, fluorescence; Ferritin light chain (Equus caballus), P02791; also: potency is read from the fitted curve at half-maximal effect; % is scaled to controls: 0 for no effect and ±100 for the full control effect; nearly all actives have a fitted effect of over 20% in size
Target sequence (P02791 2-175 limits assumed): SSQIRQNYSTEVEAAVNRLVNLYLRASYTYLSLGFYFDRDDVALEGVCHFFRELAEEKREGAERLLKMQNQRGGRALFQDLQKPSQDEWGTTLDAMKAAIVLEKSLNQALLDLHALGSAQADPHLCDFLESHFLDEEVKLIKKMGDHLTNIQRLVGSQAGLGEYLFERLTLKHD
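Horse-spleen apoferritin (10 uM) in 50% saturated 1-aminoanthracene in PBS was incubated 10 min at room temperature with compound. Fluorescence (ex 380, em 535 nm) was normalized to free and bound 1-AMA, with concentration-response fitted by a four-parameter Hill equation.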
TRHR ag: qHTS for Small Molecule Agonists and Allosteric Enhancers of Human TRH Receptor: Primary Screen for Agonists. Thyrotropin-releasing hormone receptor (Homo sapiens), P34981. TRHR cells, calcium flux fluo-8, FDSS agonist mode. activation, % at 2 µM. actives 0.18% (n = 360,000). AID 493084, 2011; in the data active = activation above about 30%; also: 0% is about no effect
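In this calcium-flux screen, cells bearing human TRHR are dye-loaded with fluo-8, baselined for 10 cycles, then exposed to library compounds; positive kinetic calcium responses during the agonist phase mark hits, with TRH as control.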
POLK inh: qHTS for Inhibitors of Polymerase Kappa; actives 0.53% (n = 400,000); Potency, µM (top dose mostly 107 µM), without a hit: at the top dose activity, negative = inhibition, most hits filed as inhibitors; purified Pol kappa, fluorescent DNA synthesis assay, 10 min; AID 588579, 2011; also: potency is read from the fitted curve at half-maximal effect; % is scaled to controls: 0 for no effect and ±100 for the full control effect
Target sequence (Q9UBT6 whole entry, looked up): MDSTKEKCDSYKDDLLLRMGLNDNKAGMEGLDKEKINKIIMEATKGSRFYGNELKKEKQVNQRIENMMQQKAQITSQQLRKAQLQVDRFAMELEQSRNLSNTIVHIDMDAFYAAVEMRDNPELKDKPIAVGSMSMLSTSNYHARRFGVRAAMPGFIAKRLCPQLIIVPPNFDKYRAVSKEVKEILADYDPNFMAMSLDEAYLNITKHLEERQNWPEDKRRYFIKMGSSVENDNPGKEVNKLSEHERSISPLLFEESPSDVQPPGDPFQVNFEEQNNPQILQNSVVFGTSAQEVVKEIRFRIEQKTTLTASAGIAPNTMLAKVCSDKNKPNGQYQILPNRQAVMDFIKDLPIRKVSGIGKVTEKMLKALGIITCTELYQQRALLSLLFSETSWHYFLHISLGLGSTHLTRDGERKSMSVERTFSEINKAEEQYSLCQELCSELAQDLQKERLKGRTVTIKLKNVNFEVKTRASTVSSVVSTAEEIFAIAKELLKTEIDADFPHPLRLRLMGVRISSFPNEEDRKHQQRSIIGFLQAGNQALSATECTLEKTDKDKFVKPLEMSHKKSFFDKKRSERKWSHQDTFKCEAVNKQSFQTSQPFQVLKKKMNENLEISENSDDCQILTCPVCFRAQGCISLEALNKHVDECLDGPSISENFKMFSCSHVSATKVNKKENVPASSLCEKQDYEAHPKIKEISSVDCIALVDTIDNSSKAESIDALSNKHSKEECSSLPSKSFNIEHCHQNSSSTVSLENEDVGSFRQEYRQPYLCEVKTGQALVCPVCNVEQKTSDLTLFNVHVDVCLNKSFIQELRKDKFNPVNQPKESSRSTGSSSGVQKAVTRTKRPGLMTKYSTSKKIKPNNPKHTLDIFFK
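Pol kappa 10 nM + cpd, 15 min RT; start w/ substrate 50 nM final; fluorescence kinetic read, 0 and 10 min. Neg ctrl: buffer, no enzyme.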
The depositor's hits bear a star; ? = inconclusive; . = no result given; [ ] = remark or other dose. Unless noted, calls follow the shape of the dose curve; as a rule, active = well fitted curve in the direction sought with a large enough effect; inconclusive = small, poorly fitted or top-dose-only effect, or another doubt; inactive = no such curve, though single readings can be large; an effect the other way counts as inactive or inconclusive.

#1 CCn1c(C)cc(/C=C2/SC(=S)NC2=O)c1C
#2 N#CC1(c2ccc(NC(=O)c3ccccc3F)cc2)CCCC1
#3 COc1ccc(/C=N/NC(=O)c2ccc(CSc3nncn3C)cc2)cc1OC
#4 COc1ccc(-c2noc(C3CC(=O)N(c4ccc5c(c4)OCCO5)C3)n2)c(OC)c1 (configuration not stated)
#5 CC(=O)CC(C)(C)S(=O)(=O)c1ccc(Oc2ccc(S(=O)(=O)C(C)(C)CC(C)=O)cc2)cc1
#6 Cc1c(C)n(CCC(=O)O)c2ccccc12
#7 Oc1ccc(/C=N/Nc2nc(-c3cccnc3)nc3ccccc23)c(O)c1
#8 CN(C(=O)CC1C(=O)NCCN1C/C=C/c1ccccc1)C1CCOCC1 (configuration not stated)
Assay by compound	1	2	3	4	5	6	7	8
Pol beta inh	0.6%	2.0%	-9.5%	0.4%	-4.9%	0.4%	?	-13.9%
ERG Ets-DNA blk	3.4%	14.3%	6.1%	2.5%	-5.4%	8.8%	?	1.7%
BLM helicase inh	-0.5%	-7.3%	2.0%	-2.6%	-5.8%	3.5%	-23.1%	-4.9%
12-LOX inh	-15.7%	5.7%	58.1%[activator]	?	147.1%[activator]	-3.0%	0.1%	-0.5%
APEX1 inh	2.3%	3.0%	-5.2%	.	-7.2%	7.4%	?	2.3%
POLI inh	14.7%	-2.4%	-24.9%	-8.5%	18.0%	45.1%[activator]	?	148.8%[activator]
Anesthetic bind	-2.8%	?	-0.3%	-11.0%	1.4%	0.8%	-1.5%	0.0%
TRHR ag	4.2	-1.1	0.1	-0.1	1.9	1.1	2.2	0.7
POLK inh	-10.4%	-4.5%	-18.6%	8.8%	-9.6%	-7.3%	-10.0%	-21.0%

#9 CCc1nnc(NC(=O)/C=C/c2ccco2)s1
#10 CCC1=Nc2cc(C(=O)NC3CCC(C)CC3)ccc2Sc2ccc(C)cc21 (configuration not stated)
#11 CCCCCCCCNS(=O)(=O)CCNCc1ccccc1OC
#12 Cc1cc(C)nc(N2C(=O)CC(Cc3ccc(Cl)cc3)C2=O)n1 (configuration not stated)
#13 Cn1c(NC(=O)Cc2cccc3ccccc23)cc(=O)n(C)c1=O
#14 Cn1c(Oc2ccccc2)nc2c1c(=O)n(Cc1ccc(Cl)cc1Cl)c(=O)n2C
#15 COCCSc1ccccc1C(=O)NCc1cccnc1
#16 O=C(CCc1nc2ccccc2[nH]1)NCc1ccc2c(c1)OCO2
Assay by compound	9	10	11	12	13	14	15	16
Pol beta inh	11.5%	30.5%	.	3.6%	3.3%	8.1%	22.3%	-10.0%
ERG Ets-DNA blk	-14.1%	0.9%	4.8%	?	-7.2%	6.6%	-7.3%	7.0%
BLM helicase inh	0.7%	-6.8%	.	-2.0%	-1.4%	-3.1%	-0.9%	4.7%
12-LOX inh	-14.3%	6.4%	?	-3.0%	5.4%	?	-13.5%	15.5%
APEX1 inh	4.4%	.	.	-3.1%	-1.5%	.	1.7%	0.0%
POLI inh	4.2%	5.7%	27.5%	64.4%[activator]	9.6%	21.7%	-9.8%	48.1%[activator]
Anesthetic bind	1.6%	-9.8%	.	-3.4%	-16.8%	-8.0%	1.6%	12.2%
TRHR ag	-0.5	1.1	.	0.0	1.1	-0.4	0.3	-1.1
POLK inh	-3.1%[60.1 µM]	-11.6%	-12.9%	-4.2%	-3.2%	12.4%	-8.3%	4.8%

Continued; it opens with the two that closed the last part.
#15 COCCSc1ccccc1C(=O)NCc1cccnc1
#16 O=C(CCc1nc2ccccc2[nH]1)NCc1ccc2c(c1)OCO2
#17 Cc1cccc(N2CCN(C(=O)CSc3ccc4c(c3)OCCO4)CC2)c1C
#18 COc1ccc([N+](=O)[O-])cc1NC(=O)C1(c2ccccc2)CCOCC1
#19 Cc1ccc2[nH]c(CNC(=O)C3CCCCC3)cc2c1
#20 CCC(C)NC(=O)c1ccccc1-c1ccccc1C(=O)NC(C)CC (configuration not stated)
#21 CCOC(=O)c1cn(CC)c2cc(N3CCOCC3)c(F)cc2c1=O
#22 COc1ccc(-n2ncc3c(NCC(C)C)ncnc32)cc1
#23 COc1cc(C2NC(=O)c3c(sc4c3CCN(C)C4)N2)ccc1OC(=O)c1ccccc1 (configuration not stated)
#24 O=C(NCCCNC(=O)c1cnccn1)c1ccc(Cl)cc1
Assay by compound	15	16	17	18	19	20	21	22	23	24
Pol beta inh	22.3%	-10.0%	.	0.6%	11.6%	-23.8%	-3.1%	21.8%	3.8%	24.9%
ERG Ets-DNA blk	-7.3%	7.0%	6.4%	-6.9%	17.1%	9.2%	-4.4%	11.4%	-2.1%	2.3%
BLM helicase inh	-0.9%	4.7%	.	-3.9%	-5.3%	-4.6%	-6.0%	-8.5%	1.2%	-3.6%
12-LOX inh	-13.5%	15.5%	?	0.0%	36.4%[activator]	-17.2%	?	6.31µM*	25.1%	0.3%
APEX1 inh	1.7%	0.0%	-15.4%	2.9%	32.6%[activator]	9.5%	?	0.9%	.	27.2%
POLI inh	-9.8%	48.1%[activator]	-29.2%	114.1%[activator]	19.1%	125.0%[activator]	1.1%	2.3%	11.1%	10.1%
Anesthetic bind	1.6%	12.2%	.	?	-14.8%	-11.3%	1.9%	-12.2%	-18.4%	-10.0%
TRHR ag	0.3	-1.1	-0.5	-0.2	-0.2	-0.1	0.3	0.2	21.9	-0.4
POLK inh	-8.3%	4.8%	-3.1%	-1.9%	-11.2%	-11.0%	-6.2%	-18.4%	-1.9%	2.0%

#25 CCOC(=O)C1=C(Nc2ccc(C)cc2)CC(C)(O)C(C(=O)OCC)C1c1ccccc1 (configuration not stated)
#26 COc1ccccc1N1CCN(C(=O)c2ccc(N(C)S(=O)(=O)c3ccccc3)cc2)CC1
#27 COc1cc(/C=C/C(=O)O)cc(OC)c1
#28 O=C(c1ccc2c(c1)OCO2)N1CCN(c2cccc(C(F)(F)F)c2)CC1
#29 CC(C)c1ccc(NC(=O)N2CCc3ccccc3C2)cc1
#30 Cc1ccc(S(=O)(=O)NNC(=O)C2CCN(Cc3ccccc3)CC2)cc1
#31 Brc1ccc(-n2cc(-c3ccccc3)c3c(NN4CCOCC4)ncnc32)cc1
#32 COc1ccc(S(=O)(=O)NCCC(=O)NC2CCCCCCC2)cc1
Assay by compound	25	26	27	28	29	30	31	32
Pol beta inh	0.6%	0.2%	3.4%	8.2%	1.2%	3.4%	11.1%[57.1 µM]	5.4%
ERG Ets-DNA blk	-4.2%	-6.2%	2.2%	2.9%	-6.3%	7.2%	-3.0%	-3.7%
BLM helicase inh	1.1%	-4.3%	2.9%	-5.4%	-9.2%	4.0%	0.0%	2.7%
12-LOX inh	0.0%	-26.2%	.	-7.8%	-2.0%	0.0%	9.8%	2.8%
APEX1 inh	-2.2%	49.1%[activator][12.4 µM]	11.5%	12.7%	-1.1%	4.0%	7.1%	17.3%
POLI inh	4.9%	66.8%[activator]	-4.9%	106.8%[activator]	-12.7%	-5.9%	17.1%	8.1%
Anesthetic bind	-12.1%	?	-9.5%	-2.2%	?	-7.1%	3.4%	-6.7%
TRHR ag	-1.0	-0.7	-0.1	-0.9	0.6	0.6	0.7	0.9
POLK inh	-3.1%	-32.3%	-11.5%	-13.6%	-9.1%	13.3%	-15.0%	-6.7%

#33 Cc1ccc(-c2cc(-c3n[nH]c(=S)n3C)c3ccccc3n2)cc1
#34 COCCCn1nnnc1SCC(=O)Nc1ccc2c(c1)OCCO2
#35 CCCN1CN=C(NS(=O)(=O)c2ccc(NC(C)=O)cc2)NC1
#36 COc1ccccc1CN1[C@@H](CC(C)=O)c2cc(C(F)(F)F)ccc2S1(=O)=O
#37 O=C(Nc1nsc(-c2ccccc2)n1)c1ccncc1
#38 COc1cc2oc(=O)c(CC(=O)NCCc3ccccc3F)c(C)c2cc1OC
#39 C/C(=N\Nc1ccc(Cl)c(C(=O)O)c1)c1ccc2c(c1)OCO2
#40 Cc1cc(OCC#N)nc(N)n1
#41 CC(=O)c1oc2ccccc2c1NC(=O)CN1CCCCC1
Assay by compound	33	34	35	36	37	38	39	40	41
Pol beta inh	0.1%	9.8%	-0.3%	.	41.2%	-11.8%	?	?	0.0%
ERG Ets-DNA blk	-11.9%	-3.1%	-1.0%	-6.2%	-0.7%	-0.7%	-5.6%	-7.9%	.
BLM helicase inh	-5.6%	-0.1%	-3.1%	.	0.2%	-7.6%	-5.1%	-9.2%	5.7%
12-LOX inh	?	-2.4%	-0.8%	?	?	-15.9%	?	-2.4%	12.3%
APEX1 inh	-0.6%	8.7%	.	.	10.1%	.	-8.6%	7.2%	-0.4%
POLI inh	21.4%	14.6%	5.9%	15.8%	7.0%	33.0%[activator]	46.1%[activator]	-17.0%	-4.6%
Anesthetic bind	?	-8.3%	-1.2%	.	-13.1%	61.2%[activator]	-10.5%	-0.6%	-14.5%
TRHR ag	0.4	-0.6	0.4	.	0.1	-0.3	0.4	0.1	-0.5
POLK inh	-5.1%	0.0%	-9.1%	-13.2%	-0.5%	-6.7%	?	-8.8%	-6.3%

A portion of the library, so the mix of outcomes need not match the whole.
